Compound activity from PubChem BioAssay.
KB-V1 cytotox – KB-V1 MDR subline cytotoxicity; Potency, µM (doses to about 46.1 µM), without a hit: at the highest dose activity change, negative = cytotoxicity, actives largely listed as cytotoxic; AID 1347076; KB-V1 MDR cells viability, CellTiter-Glo, 72 h; 400,000 tested, 3.4% active; further: potency means the concentration at half of the fitted maximal effect; on the % scale 0 is the no-effect control and ±100 the full control effect; nearly all actives have a fitted effect of over 60% in size
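Readout: CellTiter-Glo luminescence, 10 min after addition. Cells: KB-V1 MDR subline, 72 h at 37 degrees C with compound. Analysis: corrected, normalized data fitted to concentration-effect curves.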
HT1080 IDH1KD tx – kills HT-1080 cells with IDH1 knockdown; 360,000 tested, 2% active; Potency, µM (top dose mostly 46.1 µM), for inactives: at the highest dose activity, negative = toxicity, most hits filed as cytotoxic; HT-1080 IDH1 knockdown viability, ATP luminescence, 48 h;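 further: potency means the concentration at half of the fitted maximal effect; 0% = DMSO wells and -100% = cell-free medium wells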
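HT-1080-IDH1KD cells (IDH1 knocked down), 750/well in RPMI with 5% FBS, treated with compound 48 h at 37 degrees C. Viability by CellTiter-Glo luminescence, normalised to DMSO and no-cell wells; concentration-response curves classed.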
IL1B secr inh – inflammasome signaling inhibition, IL-1 beta readout. 360,000 tested, 4.7% active. THP-1 LPS/ATP IL-1B secretion, AlphaLISA, 16 h; stronger effect = lower value. activity change, % at 57.5 µM; in the data active means activity change below about -50%; inconclusive means mostly about -30% to -49%; further: on the % scale 0 is the no-effect control and ±100 the full control effect
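Secreted IL-1B measured by AlphaLISA bead assay after 16 h compound exposure of THP-1 cells; compounds (final up to 57.5 uM) added 1 h before LPS (250 ng/mL) and ATP (1.25 mM) stimulation; lower signal means less secretion.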
KB-3-1 cytotox – kills parental KB-3-1 adenocarcinoma cells; AID 1347075; 400,000 tested, 1.4% active; KB-3-1 viability, CellTiter-Glo ATP luminescence, 72 h; Potency, µM (series often up to 46.1 µM), for inactives: at the highest dose activity change, negative = cytotoxic, usual class: cytotoxic; further: potency means the concentration at half of the fitted maximal effect; on the % scale 0 is the no-effect control and ±100 the full control effect; nearly all actives have a fitted effect of over 60% in size
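Parental KB-3-1 viability, qHTS format: 72 h compound exposure, 37 °C; CellTiter-Glo; media-only wells and DMSO plates as controls; concentration-effect fits on corrected data.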
MCF10A rerep – inducers of DNA re-replication in MCF 10A breast cells | MCF 10A DNA re-replication, Hoechst nuclear intensity, 48 h | Potency, µM (doses to about 46.1 µM), without a hit: at the highest dose activity, positive = re-replication, actives largely listed as activators | 350,000 tested, 2.9% active | AID 624296; further: potency means the concentration at half of the fitted maximal effect; % of control where 0% means no effect; nearly all actives have a fitted effect of over 50% in size
HT1080-NT tox – kills 2HG-producing HT-1080-NT fibrosarcoma cells; AID 686970; HT-1080-NT fibrosarcoma viability, CellTiter-Glo ATP luminescence, 48 h; 360,000 tested, 1.6% active; Potency, µM (series often up to 46.1 µM), for inactives: at the highest dose activity, negative = less viability, actives largely listed as cytotoxic;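 further: NT is the 2HG producing partner of a matched IDH1 knockdown line; potency means the concentration at half of the fitted maximal effect; 0% = DMSO-treated cells and -100% = media-only wells without cells; nearly all actives have a fitted effect of over 55% in size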
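Fibrosarcoma NT cells, 750 per well in 5% FBS RPMI, were exposed to compound for 48 hours. Viability: CellTiter-Glo luminescence.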
SW480 rerep – DNA re-replication induction in SW480 cells. SW480 DNA re-replication, Hoechst DNA content imaging, 48 h. Potency, µM (top dose mostly 46.1 µM), without a hit: top-dose re-replication activation, most hits filed as activators. 340,000 tested, 1.8% active. AID 624297; further: potency means the concentration at half of the fitted maximal effect; % of control where 0% means no effect; nearly all actives have a fitted effect of over 55% in size
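Compounds, transferred as 23 nL by pin tool, were incubated with cells for 48 hr; DNA content per nucleus was then quantified by Hoechst staining and fluorescence plate imaging.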
DRD3 agonist – agonists of human D3 dopamine receptor | 410,000 tested, 0.58% active | P35462 | max activation, % | D3R DiscoveRx beta-arrestin cells, luminescence, 90 min | AID 652048; in the data active means max activation above about 30%; further: 0% is about no effect; mostly tested at two doses, the higher about 12 µM
Target sequence (P35462 whole entry, looked up): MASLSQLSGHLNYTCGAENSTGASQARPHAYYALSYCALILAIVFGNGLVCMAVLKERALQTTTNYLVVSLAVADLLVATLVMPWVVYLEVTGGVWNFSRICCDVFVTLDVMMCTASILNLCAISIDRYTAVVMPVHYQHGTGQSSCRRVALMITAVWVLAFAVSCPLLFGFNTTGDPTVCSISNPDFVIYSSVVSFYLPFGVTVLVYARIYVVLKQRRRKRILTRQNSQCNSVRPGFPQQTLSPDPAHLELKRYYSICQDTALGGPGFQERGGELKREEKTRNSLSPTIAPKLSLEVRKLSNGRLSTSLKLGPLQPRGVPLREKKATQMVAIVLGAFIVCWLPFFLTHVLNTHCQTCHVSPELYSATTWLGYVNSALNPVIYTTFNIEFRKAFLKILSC
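Agonist-mode cell screen: cells plated at 1500/well and incubated overnight at 37 °C, then exposed to library compounds for 90 min at 37 °C. Detection reagent was added for 30–60 min at room temperature, and luminescence was read.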
GLP1R cytotox – cytotoxicity counter-screen for GLP-1 receptor inverse agonists; HEK293 cAMP-luciferase reporter cells, luminescence, 24 h; Potency, µM (top dose mostly 38.3 µM), without a hit: top-dose activity change, negative = inhibition, hits mostly inhibitors; 410,000 tested, 0.13% active; AID 624418;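 further: loss of luciferase light is scored as toxicity; potency means the concentration at half of the fitted maximal effect; on the % scale 0 is the no-effect control and ±100 the full control effect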
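1536-well qHTS counterscreen of the MLSMR; 200 cells/uL, 12 h pre-incubation, 23 nL cpd, 24 h at 37 deg C 5% CO2, luciferase detection reagent, 12 min RT, luminescence. Inhibition = undesired.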
Numbers without * were called inactive; ? = inconclusive; . = no result given; & = joins results of further samples; [ ] = another dose, or the depositor's remark. Unless noted, the call rests on the fitted dose curve; in most records, active means well fitted curve in the direction sought with a large enough effect; inconclusive means small, poorly fitted or top-dose-only effect, or another doubt; inactive means no such curve, though single readings can be large; an effect the other way counts as inactive or inconclusive.

SMILES | KB-V1 cytotox | HT1080 IDH1KD tx | IL1B secr inh | KB-3-1 cytotox | MCF10A rerep | HT1080-NT tox | SW480 rerep | DRD3 agonist | GLP1R cytotox
CCOC(=O)CSc1n[nH]c(=S)s1 | 11% | -3% | 19 | -3% | 5% | 1% | -6% | -2 | 7%
CS(=O)(=O)N(CC(=O)NCCSCc1c(F)cccc1Cl)c1ccc2c(c1)OCO2 | ? | -17% | -21 | -18% | -1% | -12% | -4% | 3 | -12%
Cc1nnc(NC(=O)CCn2c(=O)oc3ccccc32)s1 | 24% | 15% | 29 | -2% | 2% | 17% | 13% | 6 | 4%
Clc1ccc(-c2noc(CN3CCN(c4ccccc4)CC3)n2)cc1 | -8% | -8% | 17 | -5% | 9% | -2% | 0% | -6 | 0%
Cc1ccc2nc(-c3c[nH]c4ccccc34)c(Nc3ccc(F)cc3)n2c1 | ? | . | . | -2% | . | . | . | -13 | -6%
Cc1cc(=O)oc2cc(OCC(=O)NCC3CCCO3)ccc12 (stereo not given) | 23% | -1% | -14 | 0% | 13% | 0% | -3% | -3 | 1%
CCCn1nc2cc(C(=O)NCCc3cccs3)ccc2c1OCC | -11% | 12% | -7 | 2% | ? | 3% | -5% | -8 | 3%
COC(/C=C/Nc1ccc(C)c(C)c1)=C(C#N)C#N | 6% | -5% | 13 | 1% | 1% | 6% | -3% | -12 | -3%
Cn1cccc1/C=N/NC(=O)c1cccc(OC(F)(F)C(F)F)c1 | ? | 2% | -16 | 14% | ? | 22% | -2% | -3 | 22%
CC(C)(C)NC(=O)CSc1nsc(SCC(=O)NC(C)(C)C)c1C#N | ? | -5% | 13 | -11% | 13% | -2% | 0% | -6 | -2%
CCOc1nc(N=C(N)N)nc2c(C)cccc12 | -8% | -20% | -12 | ? | 5% | -14% | 0% | 0 | -18%
NC(=S)Nn1c(CCC(=O)O)ccc1-c1ccccc1 | -6% | -3% | 10 | -1% | -1% | -5% | -2% | 1 | 22%
COc1ccc(CNC(=O)CSc2nnc(C3CC3)n2C2CC2)cc1 | 28% | -1% | -9 | 11% | 1% | -5% | -4% | -2 | -2%
Cc1cc(C)cc(NC(=O)CCCSc2nc3ccccc3[nH]2)c1 | -26% | -13% | ? | -2% | 19% | -4% | -3% | -11 | -13%
CCC(=NCc1ccc(Cl)c(Cl)c1)c1nc(-c2ccco2)oc1O | 0% | ? | -64* | -6% | ? | -19% | -695%[inhibitor] | 1 | -15%
CCCCOc1ccc(CNC(=O)CN2C(=O)CCn3nc(-c4cn(C)c5ccccc45)cc32)cc1 | -3% | . | . | 0% | . | . | . | -1 | -12%
CCN(C(=O)CN1C(=O)/C(=C/c2ccccc2F)SC1=S)C1CCS(=O)(=O)C1 (stereo not given) | 22% | 11% | 17 | 5% | ? | 0% | -1% | 3 | -24%
O=C(NCc1ccco1)/C(=C\c1cccc([N+](=O)[O-])c1)NC(=O)c1ccco1 | -16% | 21% | 30 | 1% | 1% | 9% | 4% | 3 | -7%
CCCc1nnc(NC(=O)c2cc(=O)c3cc(C)c(C)cc3o2)s1 | 10% | . | . | -6% | . | . | . | 2 | 9%
COc1ccccc1C1C(C(C)=O)=C(O)C(=O)N1c1ccc(O)cc1 (stereo not given) | ? | 11% | 21 | 16% | 5% | 5% | 0% | -4 | -1%
COc1ccc(CCNC(=O)CCCn2c(=O)c3ccccc3n(Cc3ccccc3C)c2=O)cc1OC | 5% | . | . | 12% | . | . | . | 4 | 2%
CCN(CC)S(=O)(=O)c1ccc2[nH]c(=O)cc(C(=O)NCC(c3ccco3)N3CCCC3)c2c1 (stereo not given) | 24% | 0% | 16 | 2% | 0% | 1% | 1% | 3 | 6%
COc1cc(OC)cc(C(=O)N2CCN(Cc3cccc(F)c3)CC2)c1 | -3% | -3% | -13 | 1% | 2% | 11% | -7% | -13 | 1%
O=C(Cc1cccc(C(F)(F)F)c1)N1CCCC1 | 3% | 4% | -4 | 0% | -1% | 19% | 5% | -9 | -1%
Nc1nnn(CC(=O)N/N=C/c2ccccc2Cl)n1 | 2% | 22% | -6 | -2% | -18% | 16% | 12% | 6 | -1%

3 compounds from above, ordered by molecular weight, highest first:
SMILES | KB-V1 cytotox | HT1080 IDH1KD tx | IL1B secr inh | KB-3-1 cytotox | MCF10A rerep | HT1080-NT tox | SW480 rerep | DRD3 agonist | GLP1R cytotox
Cc1ccc2nc(-c3c[nH]c4ccccc34)c(Nc3ccc(F)cc3)n2c1 | ? | . | . | -2% | . | . | . | -13 | -6%
Clc1ccc(-c2noc(CN3CCN(c4ccccc4)CC3)n2)cc1 | -8% | -8% | 17 | -5% | 9% | -2% | 0% | -6 | 0%
Cc1cc(=O)oc2cc(OCC(=O)NCC3CCCO3)ccc12 (stereo not given) | 23% | -1% | -14 | 0% | 13% | 0% | -3% | -3 | 1%

The results go on.
SMILES | KB-V1 cytotox | HT1080 IDH1KD tx | IL1B secr inh | KB-3-1 cytotox | MCF10A rerep | HT1080-NT tox | SW480 rerep | DRD3 agonist | GLP1R cytotox
COc1ccc(N(C(=O)CNC(=O)c2ccco2)C(C(=O)NC2CCCC2)c2ccco2)cc1 (stereo not given) | -22% | 4% | 14 | -3% | -3% | -3% | -2% | 23 | -3%
CCN(C(=O)CSc1nnc(-c2ccccc2Br)o1)C1CCS(=O)(=O)C1 (stereo not given) | -28% | 10% | -12 | 12% | 0% | 14% | -7% | 4 | 14%
CCCCn1c(NCc2ccncc2)nc2ccccc21 | 6% | 10% | -1 | -1% | -7% | 0% | 13%[1.84 µM] | -11 | 0%
COc1ccccc1-n1cnnc1SCC(=O)NC1CCCC1 | -6% | -1% | 3 | 1% | 3% | -3% | -30%[inhibitor] | 0 | -6%
CN1CCC=C(C(=O)N2c3ccccc3Sc3ccc(Cl)cc32)C1 | -7% | 16µM* | -93* | ? | 13% | ? | -6% | -11 | -27%
CCc1ccc(-c2cc(C)no2)cc1S(=O)(=O)Nc1cccc(CN2CCCC2)c1 | -21% | -16% | -11 | -18% | 0% | -17% | 0% | -16 | -27%
Cc1cccc(-c2c(NC(=O)c3ccco3)oc3ccc(Cl)cc3c2=O)c1 | -2% | -9% | -2 | -3% | 1% | -1% | ? | -7 | 11%
CC1CN(N=Cc2ccc([N+](=O)[O-])o2)C(=N)O1 (stereo not given) | -23% | -3% | 20 | ? | ? | -7% | ? | -13 | -26%
CCOc1ccc2oc(C(=O)NCC(c3ccco3)N(C)C)c(C)c2c1 (stereo not given) | -9% | 3% | -6 | 1% | ? | 0% | -4% | -1 | 9%
O=C(Cn1c(=O)n(-c2cccc(Cl)c2)c(=O)n1CC(=O)N1CCCCC1)N1CCCCC1 | -6% | 3% | 40 | -2% | -4% | 8% | -6% | 0 | -4%
O=C(CCNS(=O)(=O)c1ccc(OC(F)(F)F)cc1)NC1CC1 | -14% | 1% | 12 | -2% | -23% | 2% | -14% | 12 | 1%
CCc1nc2ccc(C(=O)Nc3ccc(OC)c(OC)c3)cn2c1N(C)C(=O)Cc1ccccc1 | 2% | 15% | -3 | 0% | . | 9% | . | 0 | -5%
CCOC(=O)c1cnn(C)c1NC(=O)c1ccc([N+](=O)[O-])cc1 | 1% | 14% | 26 | 5% | 5% | 10% | -8% | -6 | -8%
Brc1ccc(-c2noc(-c3ccccn3)n2)o1 | -5% | -4% | 7 | -15% | -2% | -15% | -8% | 7 | 1%
Cc1cccc(S(=O)(=O)c2c(N)n(/N=C/c3ccco3)c3nc4ccccc4nc23)c1 | 3.7µM* | -14% | ? | 9% | ? | -16% | 25% | 6 | -12%
CN(C)c1ccc(C2OC(=O)C(C)(C)C(=O)C2(C)C)cc1 (stereo not given) | -5% | -2% | -12 | 7% | 1% | 8% | -1% | -14 | -3%
COc1ccc(Oc2cc(C(F)(F)F)cnc2C(N)=O)cc1 | -16% | 13% | -2 | -1% | 2% | 15% | ? | -2 | 17%
O=S1(=O)N=C(N2CCOCC2)c2ccccc21 | 3%&-2% | 9% | -1 | ? | -21% | 6% | 5% | -1 | 84%[activator]
Cn1c(=O)c2c(-c3ccccc3)n(-c3cc([N+](=O)[O-])ccc3N)cc2n(C)c1=O | ? | -3% | 19 | 0% | . | -4% | . | -8 | -2%
CC(C)[C@H](NC(=O)c1ccc([N+](=O)[O-])cc1Cl)C(=O)N1CCN(C/C=C/c2ccccc2)CC1 | ? | ? | -64* | ? | 5% | ? | 25% | -4 | -5%
O=C1N[C@H](Cc2ccccc2)COC(=O)[C@H](Cc2ccc(F)cc2)C/C=C\C[C@@H]1CC(=O)N(CCO)Cc1ccccc1 | -4% | ? | ? | ? | 11% | ? | 12% | -40 | -5%
COc1ccc(OCC(=O)NNC(=O)C(=O)Nc2ccccc2)cc1 | -5% | 6% | -7 | -5% | 22% | -2% | -25% | 2 | 3%
CN(c1ccc(C(=O)N/N=C/c2cccc([N+](=O)[O-])c2)cc1)S(=O)(=O)c1ccccc1 | -12% | ? | -10 | -10% | ? | -21% | ? | -11 | -11%
Cc1ccccc1Cn1c(-c2cccs2)nc2ccccc21 | 17% | . | . | 9% | . | . | . | 2 | 22%
CCn1ncc(S(=O)(=O)N2CCN(c3cccc(OC)c3)CC2)c1C | . | -4% | 14 | . | 2% | 0% | 4% | -20 | 5%
NC1=NN=C(N2N=C(c3ccco3)CC2(O)C(F)(F)F)n2ncnc2C1 (stereo not given) | -10% | 14% | 0 | 0% | 23% | 16% | -9% | -5 | 13%
Cc1ccc(CNC(=O)CNC(=O)[C@@H]2Cc3ccccc3CN2C(=O)OC(C)(C)C)cc1 | 5% | -1% | -6 | 16% | 31% | 1% | -50%[inhibitor] | 10 | -14%
O=C(Nc1ccc(F)cc1)C(NC1CCCCC1)c1ccccc1 (stereo not given) | ? | -18% | -3 | 7% | -3% | -13% | 5% | -12 | 19%
Cc1ccc(NC(=O)CCC(=O)NNC(=S)Nc2ccccc2)c(C)c1 | 2% | 0% | 40 | 0% | -2% | 7% | 0% | 1 | 4%

Not a hit list. Share with any hit: about 11%.
